Assay outcomes from PubChem BioAssay.
STAT3 act: IL-6 driven STAT3 reporter potentiators, primary screen, U3A cells, luciferase, luminescence, MLSCN library. IL-6 STAT3-luciferase reporter; 100% = signal with IL-6 EC80 alone. activation (% of control), % at 5.6 µM. 190,000 tested, 0.91% active. AID 871, 2007;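 active = activation above the screen-wide mean of compound activation plus 3 SD, cut at about 130% in these data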;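 note: 0% = background luminescence of wells with medium and substrate only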
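Assay system – human STAT1-deficient U3A cells with stable STAT3-luciferase reporter · Also added – IL-6 (33 ng/mL) · Schedule – compound 1 h, then IL-6 6 h at 37 °C · Technique – reporter luminescence signal · Evaluation – % activation versus median of IL-6-stimulated wells · Benchmarks – IL-6-only wells as 100% reference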
FLuc act counter: FLuc activators, initial screening, artefact control for FLuc-dependent activation tests, biochemical, ATPlite luminescence. 200,000 tested, under 10 active. ATPlite luciferase biochemical, 10 min; 0 = ATP-free wells, 1 = DMSO control. activation factor at 10 µM;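 active = luciferase activation factor, scaled between plate controls, of at least 2 with compound at 10 µM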
Target sequence (P08659 whole entry, looked up): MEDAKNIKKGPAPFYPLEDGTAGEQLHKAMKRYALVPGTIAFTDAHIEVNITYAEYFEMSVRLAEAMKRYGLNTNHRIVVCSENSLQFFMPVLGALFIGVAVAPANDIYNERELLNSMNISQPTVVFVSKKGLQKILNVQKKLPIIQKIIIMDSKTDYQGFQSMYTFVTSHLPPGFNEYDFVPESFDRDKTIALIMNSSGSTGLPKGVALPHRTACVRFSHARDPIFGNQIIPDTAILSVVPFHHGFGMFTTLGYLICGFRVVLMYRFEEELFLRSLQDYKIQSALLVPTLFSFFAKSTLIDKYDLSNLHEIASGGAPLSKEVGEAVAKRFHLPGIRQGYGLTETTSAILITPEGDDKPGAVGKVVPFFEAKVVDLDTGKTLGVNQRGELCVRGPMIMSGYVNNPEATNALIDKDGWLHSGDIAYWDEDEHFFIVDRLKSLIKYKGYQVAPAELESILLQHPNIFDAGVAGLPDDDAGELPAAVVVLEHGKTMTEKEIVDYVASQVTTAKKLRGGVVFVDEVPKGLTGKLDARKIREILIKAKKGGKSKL
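Material: Luciferase/luciferin reagent mix; Doses: test compounds dosed from 2 mM stocks in 100% DMSO; Schedule: 10 min incubation after luciferase reagent addition, room temperature; Measured by: luminescence from luciferase reaction; Read-out: luminescence gain marking luciferase activators.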
STAT3 inh: IL-6 driven STAT3 reporter inhibitors, primary screen, U3A cells, luciferase, luminescence, MLSCN library; 190,000 tested, 0.89% active; inhibition, % at 5.5 µM; IL-6 STAT3-luciferase reporter; host cell line lacks STAT1;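 active = inhibition above the mean inhibition across all screened compounds plus 3 SD, cut at about 44% in these data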;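 note: 0% = DMSO only wells and 100% = 100 µM nifuroxazide control wells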
ROMK mod: ROMK potassium channel modulators, primary screen, cell-based, thallium flux, MLSMR library | Tet-inducible ROMK, thallium flux fluorescence; actives lie on both sides | B-score at 10 µM | 130,000 tested, 2% active | AID 1918, 2009;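 active = signal ratio slope over the read window, or its plate-corrected B-score, at least 3 SD from the plate mean, either direction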;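 note: B-score of the F/F0 ratio slope over 7 to 12 s after thallium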
Target sequence (P48048 whole entry, looked up): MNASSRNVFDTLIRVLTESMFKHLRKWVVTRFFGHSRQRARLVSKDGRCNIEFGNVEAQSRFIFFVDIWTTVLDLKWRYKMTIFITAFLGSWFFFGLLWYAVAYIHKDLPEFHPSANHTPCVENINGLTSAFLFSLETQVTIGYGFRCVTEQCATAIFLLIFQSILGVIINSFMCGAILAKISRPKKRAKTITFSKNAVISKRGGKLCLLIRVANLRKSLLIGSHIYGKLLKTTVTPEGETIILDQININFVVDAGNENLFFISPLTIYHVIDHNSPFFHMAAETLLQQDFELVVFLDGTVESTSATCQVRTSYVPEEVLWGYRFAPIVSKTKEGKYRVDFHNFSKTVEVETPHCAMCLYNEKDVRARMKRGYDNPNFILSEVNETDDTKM
FLuc inhib CS: firefly luciferase enzyme inhibitors, primary screen, artefact control for luciferase-based inhibitor screens, biochemical, luminescence, ATPLite; Luciferin 4-monooxygenase (Photinus pyralis), P08659; 10 min; inhibition, % at 10 µM; 200,000 tested, 1.5% active;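 active = inhibition above about 50% when tested at 10 µM, limit read from the data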
STAT1 act: STAT1 signaling activators, primary screen, cell-based, HTS, luciferase reporter | NIH 3T3 STAT1-luciferase reporter, IFN-gamma, luminescence; 100% = IFN-gamma alone, no compound | activation (% of control), % at 5.5 µM | 200,000 tested, 2.6% active;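 active = activation above the screen-wide mean activation plus 3 SD, cut at about 130% in these data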;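 note: raw ratio to IFN-gamma control signal so 100% means no change and 0% no light; values of inactives mirror those of a sister screen read the other way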
APP 5UTR inh: inhibitors of APP translation via 5'UTR reporter, primary screen, APP 5'UTR luciferase, SH-SY5Y cells | 190,000 tested, 0.82% active | AID 1285, 2008 | SH-SY5Y APP 5'UTR-luciferase reporter, luminescence | inhibition, % at 2 µM;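 active = inhibition above a set limit, derived from the sample mean plus 3 SD, cut at about 45% in these data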; note: values of inactives mirror those of a sister screen read the other way
APP 5'UTR act: activators of APP 5'UTR luciferase reporter, primary screen, SH-SY5Y cells; SH-SY5Y APP 5'UTR luciferase reporter, luminescence; zero percent = DMSO vehicle wells; activation, % at 2 µM; 190,000 tested, 1% active; AID 1276, 2008;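 active = activation above a set limit, based on mean plus 3 SD of controls, cut at about 140% in these data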; note: values of inactives mirror those of a sister screen read the other way
NF-kB expr up: activators of NF-kB expression in neurons, primary screen, cell-based, HTS; human neuronal cells, NF-kB reporter expression; hits give high values; fold change at 12.5 µM; AID 1239, 2008; 190,000 tested, 1.6% active; in the data active = fold change above about 3.3
STAT1 blocker: STAT1 signaling inhibitors, primary screen, cell-based, HTS, luciferase reporter. NIH 3T3 STAT1-luciferase reporter, IFN-gamma, luminescence. inhibition, % at 5.5 µM. 200,000 tested, 0.35% active. AID 920, 2007;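 active = inhibition above a set limit, the mean inhibition across all tested compounds plus 3 SD, cut at about 34% in these data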;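 note: 0% = IFN-gamma with DMSO and 100% = IFN-gamma with 300 µM nifuroxazide; values of inactives mirror those of a sister screen read the other way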
* hit, by the source's call; . = no result given. Random draw from the library. Share with any hit: about 7.1%.

SMILES | STAT3 act | FLuc act counter | STAT3 inh | ROMK mod | FLuc inhib CS | STAT1 act | APP 5UTR inh | APP 5'UTR act | NF-kB expr up | STAT1 blocker
Cc1nn(C)c(C(=O)NNC(=S)Nc2ccc(Cl)cc2)c1[N+](=O)[O-] | 93 | 1 | 14 | 0.66 | -4 | 102 | -4 | 4 | 1 | -2
CCOC(=O)c1c(-c2ccccc2)c(C(C)=O)c(=O)n(C)c1C | . | 1.1 | . | . | -6 | . | -9 | 9 | 1 | .
Cc1oc(-c2ccc3c(c2)OCCO3)cc1C(=O)NCC(=O)O | 99 | 0.7 | 6 | 0.79 | 32 | 116 | -26 | 26 | 1.5 | -17
CCOC(=O)CNC(=O)CSc1nnc(C)c(=O)[nH]1 | 107 | 1 | -7 | 1.3 | -4 | 98 | 2 | -2 | 1 | 3
COn1c(SCc2ccc(Cl)cc2)nc2ccccc2c1=O | 84 | 1.1 | 22 | . | -5 | 107 | -4 | 4 | 0.65 | -8
O=C(c1ccc(Br)o1)N1CCN(c2ccc3nnc(-c4ccccc4)n3n2)CC1 | 123 | 1 | -22 | . | -3 | 88 | -16 | 16 | 0.32 | 13
Cc1ccc(C(=O)OCCN(C)Cc2ccccc2)cc1 | 101 | 1.1 | 8 | -1.8 | -6 | 106 | -10 | 10 | 1.3 | -9
C/C(=N\NC(=O)c1ccc(N(C)C)cc1)c1ccc(C)cc1C | 101 | 0.9 | 4 | -0.48 | 8 | 92 | -17 | 17 | 1.2 | 9
CCOC(=O)c1ccc(-n2ccnc2)c(NC(=O)c2cccc(Br)c2)c1 | 100 | 1 | -1 | . | -4 | 102 | -15 | 15 | 0.88 | -2
CC(Oc1ccc(F)cc1)C(=O)NN (configuration not stated) | 102 | 1 | 0 | . | 5 | 106 | 4 | -4 | 0.98 | -7
O=C(O)c1cccc(N2C(=O)c3cccc(Oc4ccc(Cl)cc4)c3C2=O)c1 | 103 | 1.1 | 0 | -0.42 | -6 | 123 | 2 | -2 | 0.95 | -25
Cc1cc(C)n2nc(S(=O)(=O)N(C)c3ccccc3)nc2n1 | 103 | 1 | 2 | . | -1 | 108 | -2 | 2 | 1.2 | -9
COC(=O)C1=NNC2(c3ccc(C)cc3)C(=O)N(c3ccc(C)cc3)C(=O)C12 (configuration not stated) | 91 | 1.1 | 13 | 1.3e-05 | -6 | 90 | 10 | -10 | 1.1 | 9
Cc1cc(C(=O)Cn2nc(C(=O)O)c3ccccc3c2=O)c(C)n1-c1ccc(F)cc1 | 93 | 0.2 | 12 | 0.5 | 76* | 109 | 3 | -3 | 0.87 | -10
O=C(Nc1nc(-c2ccccc2)cs1)C1CCCCN1S(=O)(=O)c1ccc(Cl)cc1 (configuration not stated) | 108 | 1.1 | -3 | -0.5 | -11 | 101 | 39 | -39 | 1.4 | -1
CCCc1cc(-c2nc(-c3ccc(Br)cc3)cs2)ccn1 | 75 | 1.1 | 29 | 0.32 | -7 | 104 | -9 | 9 | 1.7 | -5
Cc1ccc(C)c(NC(=O)COC(=O)Cc2ccsc2)c1 | 110 | 1 | -10 | 0.24 | -4 | 95 | -14 | 14 | 1.4 | 4
O=C(CSc1nnnn1-c1ccc2c(c1)OCO2)NCc1ccccc1 | 104 | 1 | -5 | . | 0 | 104 | -7 | 7 | 1.1 | -5
NC(=O)C1CCN(C(=O)c2ccco2)CC1 | 97 | 0.9 | 6 | 2.4 | 7 | 100 | -2 | 2 | 1.3 | -3
CNC(=O)CN(C1CCCCC1)S(=O)(=O)c1ccc(OC)c(Cl)c1 | 100 | 1 | 6 | . | -4 | 103 | -5 | 5 | 1 | -4
Cc1ccc(N/N=C2\CC(=O)c3ccccc32)cc1Cl | 111 | 1 | -6 | 0.016 | -2 | 90 | -6 | 6 | 0.94 | 9
COc1ccc(N(C)C(=O)Nc2ccc3c(c2)nnn3C)cc1 | 97 | 1.1 | 3 | . | -15 | 97 | 5 | -5 | 0.95 | 3
COc1ccccc1C(=O)C1CCCN(C(=O)c2cn3cc(Cl)ccc3n2)C1 (configuration not stated) | 104 | 1 | -1 | 0.89 | -5 | 106 | -11 | 11 | 1.4 | -8
CCC(C(=O)NC(C)CCc1ccccc1)n1nc(C)n2c(cc3occc32)c1=O (configuration not stated) | 96 | 1 | 10 | . | 1 | 104 | 8 | -7 | 0.89 | -6
CCOC(=O)c1cc(-c2ccc(/C=C3/C(=O)NC(=O)C(C#N)=C3C)o2)ccc1Cl | 102 | 1 | 7 | . | 1 | 102 | 3 | -3 | 1.5 | -2
COC(=O)Cc1cn(-c2ncc(C(F)(F)F)cc2Cl)c2ccccc12 | 109 | 1.1 | -5 | 0.31 | -7 | 96 | -5 | 5 | 1.5 | 5
CN(Cc1cn(-c2ccccc2)nc1-c1ccc2c(c1)OCO2)Cc1nccn1C | 102 | 1 | 2 | 0.017 | 2 | 105 | 8 | -8 | 0.86 | -7
CSc1nc2ccc(NS(=O)(=O)c3cccc(Cl)c3Cl)cc2s1 | 98 | 1 | 6 | . | 1 | 111 | 4 | -4 | 1.1 | -12
O=C(NCc1ccco1)c1ccc(Cl)s1 | 96 | 1 | 10 | 0.39 | -4 | 89 | -7 | 7 | 0.99 | 10
Cc1ccc(OCC(=O)N/N=C\c2ccc(-c3cccc(C(=O)O)c3)o2)c(C)c1 | 93 | 0.7 | 10 | . | 32 | 100 | -4 | 4 | 1.4 | 0
COCCn1c(C)cc(C(=O)CSc2nnc3ccccn23)c1C | 43 | 0.7 | 74* | . | 29 | 72 | . | . | 0.67 | 31
CC1CCc2c(sc3ncnc(N4CCOCC4)c23)C1 (configuration not stated) | 112 | 1 | -15 | -0.96 | -4 | 97 | -3 | 3 | 0.66 | 5
O=c1[nH]c(CSc2ccccn2)nc2c1oc1ccccc12 | 43 | 0.4 | 71* | . | 61* | 82 | -94 | 94 | 2.2 | 18
C=CCn1c(N)c(C(=O)Nc2ccc(C)c(C)c2)c2nc3ccccc3nc21 | 79 | 1 | 28 | . | -4 | 104 | -19 | 19 | 1 | -4
Cn1c(=O)c2[nH]c(N3CCN(c4cccc(O)c4)CC3)nc2n(C)c1=O | 89 | 1 | 18 | -0.025 | -2 | 96 | -1 | 1 | 0.82 | 3
CC(CC(=O)N1CCN(c2ccc(C(F)(F)F)cn2)CC1)n1ccnc1 (configuration not stated) | 95 | 1 | 8 | -0.46 | -3 | 102 | -23 | 23 | 1.2 | -3
COc1ccc(NC(=S)NCCc2c[nH]c3ccc(OC)cc23)c(OC)c1 | 91 | 1 | 16 | -1 | 1 | 98 | 4 | -4 | 1 | 3
O=C(CNC(=O)OCc1ccccc1)Oc1cc2oc(=O)cc(-c3ccccc3)c2cc1Cl | 106 | 1.1 | 3 | . | -7 | 96 | 8 | -8 | 1.1 | 2
Cc1ccc(N/C(N)=N/c2nc(C)cc(C)n2)cc1 | 93 | 1 | 7 | -0.083 | -4 | 100 | 4 | -4 | 0.93 | 3
O=C(c1ccco1)N1CCN(c2ccc(F)cc2)CC1 | 98 | 1.1 | 3 | -0.38 | -6 | 100 | -19 | 19 | 1.7 | -2
Cc1cccc(C)c1NC(=O)c1cccc2c1-c1ccccc1C2=O | 103 | 1.1 | -3 | 1.4 | -8 | 95 | -4 | 4 | 1.2 | 6
C[C@H](NS(=O)(=O)c1ccccc1F)C(=O)OCC(=O)N1CCc2ccccc21 | 99 | 1 | 3 | 0.019 | -2 | 100 | -11 | 11 | 1.1 | -1
O=C(NCCN1C(=O)S/C(=C/c2ccccc2)C1=O)C1CCCN1C(=O)c1cccs1 (configuration not stated) | 99 | 1 | -3 | . | -4 | 106 | 7 | -7 | 1.1 | -6
CCN(CC)CCCNC(=O)Cn1nc(-c2ccccc2)ccc1=O | 99 | 1 | 5 | . | -2 | 110 | -12 | 12 | 1.2 | -11
Cc1c(Cl)cccc1-n1c(SCC(=O)NCc2ccccc2Cl)nnc1-c1ccncc1 | 104 | 1 | 0 | . | -4 | 98 | -11 | 11 | 1.1 | 2
N#Cc1cc(N)ccc1Sc1ccc(Cl)cc1 | 113 | 1 | -5 | . | -4 | 104 | -8 | 8 | 1 | -4
CC(=O)C1=C(C)NC(SCC(N)=O)=C(C#N)C1C (configuration not stated) | 100 | 1 | 1 | . | -1 | 93 | -4 | 4 | 0.91 | 7
Cc1nn(-c2ccccc2)c(Cl)c1/C=N/Nc1ccc(Cl)c(C(=O)O)c1 | 63 | 0.1 | 44* | 0.56 | 87* | 62 | -74 | 74 | 10* | 42*
Cc1cc(CCC(=O)O)c(C)cc1CCC(=O)O | 99 | 1 | 3 | -0.28 | -2 | 109 | -9 | 9 | 1.3 | -10
COc1ccc(NC(=O)c2c(C(F)(F)F)nn(C)c2Cl)cc1 | 94 | 1 | 12 | -0.018 | -4 | 103 | 3 | -3 | 1.1 | -3
CCOc1cc2[nH]c(=S)n(CCCCC(=O)NCc3ccco3)c(=O)c2cc1OCC | 110 | 1 | -8 | 0.78 | -1 | 93 | 1 | -1 | 1.2 | 9
O=C(CCN1CCOCC1)Nc1cccc(Br)c1 | 90 | 1.1 | 18 | . | -5 | 98 | 10 | -10 | 1.1 | 3
CCC(C)(C)NC(=O)C(c1ccncc1)N(Cc1cccs1)C(=O)Cn1nnc2ccccc21 (configuration not stated) | 103 | 1.1 | 3 | . | -6 | 106 | 7 | -7 | 1.1 | -6
Cc1nccn1-c1ccc(C(F)(F)F)cc1[N+](=O)[O-] | 94 | 1 | 11 | 1.2 | -3 | 99 | -5 | 5 | 1.1 | 1
CCN(CC)CCCn1c(C)cc2c(c1=O)C(c1cccc(Cl)c1)C(C#N)=C(N)O2 (configuration not stated) | 97 | 1 | 11 | 0.43 | -2 | 102 | 8 | -7 | 1.1 | -3
NC(=O)C(=O)NN=C1CCC(c2ccccc2)CC1 (configuration not stated) | 99 | 1 | -1 | -0.018 | -4 | 102 | -5 | 5 | 1.1 | 0

Entries of single compounds, looked up by structure. Screens in order: STAT3 act, FLuc act counter, STAT3 inh, ROMK mod, FLuc inhib CS, STAT1 act, APP 5UTR inh, APP 5'UTR act, NF-kB expr up, STAT1 blocker
Cc1ccc(C)c(NC(=O)COC(=O)Cc2ccsc2)c1 is entered as 110, 1, -10, 0.24, -4, 95, -14, 14, 1.4, 4
COn1c(SCc2ccc(Cl)cc2)nc2ccccc2c1=O is entered as 84, 1.1, 22, ., -5, 107, -4, 4, 0.65, -8
